From PubChem BioAssay
LDHA inh = blocks human lactate dehydrogenase A; P00338; purified LDHA, NADH/diaphorase-resazurin fluorescence; active compounds read low; activity change, % (values are at about 110 or 230 µM); hit rate 0.15% among 480,000; in the data active means activity change below about -30%; inconclusive means mostly about -25% to -30%;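 further: plate controls were DMSO wells for no effect and wells without enzyme for full effect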
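Remaining NADH was detected by diaphorase (0.133 mg/mL) converting 37 µM resazurin to fluorescent resorufin, read at 0 and 20 minutes. The preceding 5-minute room-temperature reaction used 2 nM LDHA, 0.2 mM sodium pyruvate and 0.06 mM NADH at pH 7.4.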
APE1 inh = blocks human APE1 abasic DNA cleavage. P27695. recombinant APE1, TAMRA/BHQ-2 abasic DNA cleavage fluorescence. Potency, µM (top dose mostly 65.8 µM), inactives show at the top dose activity change, negative = inhibition, actives largely listed as inhibitors. hit rate 0.35% among 350,000;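 further: potency means the concentration at half of the fitted maximal effect; plate controls were vehicle for no effect and reference inhibitor for full effect; nearly all actives have a fitted effect of over 55% in size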
Target sequence (P27695 whole entry, looked up): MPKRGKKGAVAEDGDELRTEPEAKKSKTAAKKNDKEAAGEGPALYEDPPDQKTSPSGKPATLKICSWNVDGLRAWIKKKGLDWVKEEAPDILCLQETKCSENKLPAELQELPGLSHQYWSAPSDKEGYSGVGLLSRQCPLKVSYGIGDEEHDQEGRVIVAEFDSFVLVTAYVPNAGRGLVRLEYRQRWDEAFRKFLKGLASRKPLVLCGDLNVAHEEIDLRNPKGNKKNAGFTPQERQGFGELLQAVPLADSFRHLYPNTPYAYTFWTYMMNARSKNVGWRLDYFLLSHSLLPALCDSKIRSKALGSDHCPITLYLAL
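Enzyme (0.75 nM final) and test compound are incubated 15 min at room temperature before adding 50 nM quenched THF abasic-site duplex. Cleavage dequenches TAMRA, followed at 525/598 nm over three reads one minute apart.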
ERG Ets-DNA blk = ERG Ets/DNA interaction inhibition. P11308. fluorescence polarization, His-ERG Ets domain / labelled DNA. Potency, µM (titrated, usually from 76.9 µM), for the others: at the highest dose FP activity, negative = inhibition, most hits filed as inhibitors. hit rate 0.028% among 370,000. AID 624246; active means well fitted inhibition curve with a large enough effect in the polarisation, with a control signal flat; inconclusive means small, poorly fitted or top-dose-only effect, or effect the other way, or a change in a side signal; inactive means no such curve, though single readings can be large or run the other way; the % refers to the polarisation;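 further: polarization taken with two DNA probes labelled with fluorescein and Texas red; potency means the concentration at half of the fitted maximal effect; % of control where 0% means no effect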
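His-tagged ERG Ets domain (1 uM in the protein solution; 300mM KCl, 50mM Tris-HCl, 1mM EDTA, 1mM DTT, pH 7.5) received compound, then a probe mix of 5 nM fluorescein-DNA and 100nM Texas-615-DNA. Fluorescence polarization was read for both dyes.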
Pol kappa inh = DNA polymerase kappa (human) inhibition; Q9UBT6; hit rate 0.53% among 400,000; purified Pol kappa, fluorescent DNA synthesis assay, 10 min; Potency, µM (series often up to 107 µM), without a hit: at the top dose activity, negative = inhibition, usual class: inhibitors; further: potency means the concentration at half of the fitted maximal effect; on the % scale 0 is the no-effect control and ±100 the full control effect
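Here, compound and 10 nM enzyme are combined for 15 min at room temperature; adding 50 nM substrate (final) starts DNA synthesis, tracked by fluorescence at 0 and 10 min against buffer-only wells.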
12-LOX inh = ALOX12 (human) lipoxygenase inhibition. P18054. purified 12hLO, xylenol orange hydroperoxide absorbance. Potency, µM (titrated, usually from 108 µM), for the others: top-dose activity change, negative = inhibition, hits mostly inhibitors. hit rate 1.1% among 580,000; further: potency means the concentration at half of the fitted maximal effect; on the % scale 0 is the no-effect control and ±100 the full control effect
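Purified human 12hLO at 150 nM in 25 mM Hepes, 0.01% Triton X-100, pH 7.0, preincubated 15 min at room temperature with compound. Reaction started with 40 uM arachidonic acid, 30 min at room temperature. Hydroperoxide measured by Fe-xylenol orange, 573/405 nm absorbance ratio.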
POLH inh = blocks human DNA polymerase eta activity; Q9Y253; recombinant Pol eta, fluorescent DNA replication assay; Potency, µM (titrated, usually from 114 µM), without a hit: at the highest dose activity change, negative = inhibition, hits mostly inhibitors; hit rate 1.2% among 390,000; further: potency means the concentration at half of the fitted maximal effect; on the % scale 0 is the no-effect control and ±100 the full control effect
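Fluorescent replication assay: 50 nM final substrate added after a 15 min room-temperature compound preincubation with 10 nM enzyme. Signal taken at 0 min and again at 10 min.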
Apoferritin bind = binds horse apoferritin like a general anesthetic | P02791 | apoferritin/1-aminoanthracene competitive binding, fluorescence | Potency, µM (series often up to 77.5 µM), for inactives: at the top dose activity change, negative = displacement, usual class: inhibitors | hit rate 0.074% among 350,000 | AID 485281; further: potency means the concentration at half of the fitted maximal effect; on the % scale 0 is the no-effect control and ±100 the full control effect; nearly all actives have a fitted effect of over 20% in size
Target sequence (P02791 2-175 limits assumed): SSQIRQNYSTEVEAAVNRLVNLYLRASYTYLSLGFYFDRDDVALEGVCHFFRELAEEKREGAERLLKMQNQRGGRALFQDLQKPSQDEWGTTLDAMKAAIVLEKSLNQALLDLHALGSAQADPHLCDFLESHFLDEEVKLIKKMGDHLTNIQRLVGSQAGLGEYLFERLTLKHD
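10 uM apoferritin + 50% sat. 1-AMA, PBS; cpd 10 min RT; Ex380/Em535 endpoint; normalized to free probe vs complex; 4-param Hill fit; propofol titration as pos. ctrl.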
RGS4 inh = inhibitors of human regulator of G protein signaling 4; AID 504845; P49798; hit rate 0.039% among 390,000; Transcreener GDP fluorescence polarization, RGS4-accelerated GTP hydrolysis; Potency, µM (doses to about 114 µM), for the others: at the top dose activity change, negative = inhibition, actives largely listed as inhibitors; further: potency means the concentration at half of the fitted maximal effect; on the % scale 0 is the no-effect control and ±100 the full control effect; nearly all actives have a fitted effect of over 75% in size; some results filed as inactive show a strong effect at the top dose
Target sequence (P49798 whole entry, looked up): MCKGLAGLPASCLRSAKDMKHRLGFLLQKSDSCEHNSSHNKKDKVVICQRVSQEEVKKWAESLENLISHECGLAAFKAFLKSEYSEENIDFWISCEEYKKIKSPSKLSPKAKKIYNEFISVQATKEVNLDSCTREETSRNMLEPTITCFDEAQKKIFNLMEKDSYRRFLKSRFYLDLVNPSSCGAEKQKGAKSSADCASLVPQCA
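MLSMR compounds (23 nl, pin-transferred) preincubated 10 min at room temperature with a 500nM (2x) first reagent, then RGS4 at 900nM (2x) plus Transcreener GDP mix added; fluorescence polarization (620/688 nm) read before and after 90 min at 30 °C.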
Pol beta inh = inhibitors of human DNA polymerase beta; Potency, µM (highest dose often 114 µM), inactives show top-dose activity change, negative = inhibition, usual class: inhibitors; hit rate 1.3% among 340,000; AID 485314; Pol beta primer extension/strand displacement, fluorescence kinetic; P06746; further: potency means the concentration at half of the fitted maximal effect; on the % scale 0 is the no-effect control and ±100 the full control effect
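Curves were derived by four-parameter Hill fits of normalized qHTS data. The kinetic fluorescent primer-extension read was taken at 0 and 10 min after 50 nM substrate, following a 15 min room-temperature preincubation of 10 nM enzyme with compounds.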
Starred values were filed as active, the others as inactive; ? = inconclusive; / = no result given; & = joins results of further samples; [ ] = dose if it differs, or a comment. Unless noted, the call rests on the fitted dose curve; in most records, active means well fitted curve in the direction sought with a large enough effect; inconclusive means small, poorly fitted or top-dose-only effect, or another doubt; inactive means no such curve, though single readings can be large; an effect the other way counts as inactive or inconclusive. These rows are one share of the data; count on the stated rates, not on these rows.

Start of the data: the first three compounds, to show the layout:
entry | SMILES | LDHA inh | APE1 inh | ERG Ets-DNA blk | Pol kappa inh | 12-LOX inh
1 | COc1ccccc1C(c1nnnn1Cc1ccccc1)N1CCC(C(N)=O)CC1 (centres undefined) | -10 | 1% | -1% | -9% | ?
2 | COCCCN1C(=O)C(=O)/C(=C(/O)c2ccccc2)C1c1ccc2c(c1)OCO2 (centres undefined) | 3 | 0% | / | -3% | -29%
3 | Cc1c(C(=O)NCCC2=CCCCC2)oc2ccc(S(=O)(=O)N3CCOCC3)cc12 | 4 | 10% | 6% | -9% | 43%[activator]

entry | POLH inh | Apoferritin bind | RGS4 inh | Pol beta inh
1 | -2% | -2% | 41% | -3%
2 | 1% | -8% | -14% | 33%
3 | 4% | -21% | -22% | 9%

The listing, from the first entry:
entry | SMILES | LDHA inh | APE1 inh | ERG Ets-DNA blk | Pol kappa inh | 12-LOX inh
1 | COc1ccccc1C(c1nnnn1Cc1ccccc1)N1CCC(C(N)=O)CC1 (centres undefined) | -10 | 1% | -1% | -9% | ?
2 | COCCCN1C(=O)C(=O)/C(=C(/O)c2ccccc2)C1c1ccc2c(c1)OCO2 (centres undefined) | 3 | 0% | / | -3% | -29%
3 | Cc1c(C(=O)NCCC2=CCCCC2)oc2ccc(S(=O)(=O)N3CCOCC3)cc12 | 4 | 10% | 6% | -9% | 43%[activator]
4 | CN1/C(=c2/s/c(=C3/C(=O)N(c4ccccc4)NC3=Nc3ccccc3)n(C)c2=O)C(C)(C)c2ccccc21 | -2 | -7% | -9% | 2% | 13%
5 | CC(C)c1ccc(CNCCSc2nnnn2-c2ccccc2)cc1 | 3 | / | 4% | -1% | 2%
6 | Cc1ccc(Nc2ccccc2N)cc1 | 2 | 10% | 4% | -9% | -14%
7 | CC(C)Cc1nccs1 | -2 | 40%&-2% | 10% | 12% | 15%
8 | CCOC(=O)c1cc2c(C)n(-c3ccc(OCC)cc3)c(C)c2cc(C(=O)OCC)c1=O | 12 | 2% | -5% | -17% | -12%
9 | O=C(CCOc1ccccc1)Nc1ccnn1C1CCN(Cc2ccccc2)CC1 | -4 | 29% | -9% | -2% | 0%
10 | CCN(c1ccccc1)S(=O)(=O)c1cc2c(cc1C)NC(=O)CO2 | 1 | 14% | -8% | 13% | 20%
11 | COc1ccc(C(CC(=O)Nc2cc(Cl)c(OC)cc2OC)N2Cc3ccccc3C2=O)cc1 (centres undefined) | -3 | / | 5% | -6% | -5%
12 | O=C(NCCc1ccc2c(c1)OCCO2)c1cccc(F)c1 | 4 | -6% | 5% | 0% | -3%
13 | Cc1ccc(OCC(=O)Nc2sc3c(c2C(N)=O)CCCC3)c(C(C)(C)C)c1 | -3 | / | -1% | 0% | ?
14 | O=C(COC(=O)c1c2c(nc3ccccc13)CCCC2)c1ccc(Br)s1 | 1 | -4% | 0% | -3% | -11%
15 | CCCCC(=O)N1C/C=C\C(c2ccc(OC)cc2)N(Cc2ccc(F)cc2)C(=O)C1C (centres undefined) | / | -10% | / | -5% | /

entry | POLH inh | Apoferritin bind | RGS4 inh | Pol beta inh
1 | -2% | -2% | 41% | -3%
2 | 1% | -8% | -14% | 33%
3 | 4% | -21% | -22% | 9%
4 | -13% | -3% | -18% | -2%
5 | -3% | 6% | 4% | -21%
6 | -8% | ? | -1% | -4%
7 | -23% | / | -19% | /
8 | -15% | -12% | -11% | 24%
9 | -21% | -6% | -7% | -9%
10 | -12% | -15% | 0% | 12%
11 | -12% | 76%[activator] | 13% | 19%
12 | -24% | 0% | 2% | 17%
13 | / | -7% | -17% | 7%
14 | -17% | ? | -28% | -12%
15 | / | -9% | -16% | /

Additional results follow.
entry | SMILES | LDHA inh | APE1 inh | ERG Ets-DNA blk | Pol kappa inh | 12-LOX inh
16 | CC1=NN(c2ccccc2)C(=O)C1C=Nc1ccccc1O (centres undefined) | 2 | -2% | -4% | 7% | 2%
17 | COc1ccccc1Nc1nc(-c2cccc([N+](=O)[O-])c2)nc2ccccc12 | 3 | 2% | -2% | -14% | ?
18 | COc1ccc(CNc2nc3nc(C)c(Cl)c(=O)n3[nH]2)cc1OC | 0 | 17% | -18% | -3% | ?
19 | COc1ccc(C(=O)N[C@H](C(=O)Nc2sccc2C(N)=O)C(C)C)cc1 | -5 | 63%[activator] | -10% | -13% | 1%
20 | CCCCOc1ccc(S(=O)(=O)Nc2cccnc2)cc1 | -3 | 4% | / | -2% | -6%
21 | CC(C)c1ccc(CN(C(=O)C2COc3ccccc3O2)C2CCS(=O)(=O)C2)cc1 (centres undefined) | 7 | 7% | -2% | -28% | -4%
22 | COCCN(C(=O)c1ccc(COc2ccccc2)o1)c1c(N)n(CC(C)C)c(=O)[nH]c1=O | -1 | 38% | 21% | -4% | 441%[activator]
23 | CCCCOc1ccccc1C(=O)N(Cc1ccco1)C1CCS(=O)(=O)C1 (centres undefined) | -3 | 6% | -4% | -4% | -5%
24 | CC(=O)Nc1ccc2c3c(cccc13)C(=O)N(c1ccccc1)C2=O | -3 | -3% | -10% | 4% | 9%
25 | Cc1ccccc1C(=NC(=O)c1ccccc1)c1ccccc1 | -10 | -2% | 1% | -11% | ?
26 | Cc1ccc(OCc2nnc(SCC(=O)C(C)(C)C)n2Cc2ccco2)cc1 | -2 | -1% | -5% | -19% | -24%
27 | CCn1c(CNC(=O)C23CC4CC(CC(C4)C2)C3)nnc1SC | -6 | -3% | -6% | -17% | -18%
28 | CC(=O)c1ccc(S(=O)(=O)Nc2ccc(-n3c(C)nc4ccccc4c3=O)cc2)cc1 | -1 | 41% | 13% | -2% | -21%
29 | Nc1ccc(NC(=O)c2ccccc2)c2c1C(=O)c1ccccc1C2=O | 3 | -12% | -6% | 1% | 8%
30 | C[C@@H](C(=O)N[C@H](C(=O)O)c1ccccc1)n1nnc2ccccc2c1=O | -2 | 3% | 11% | 3% | -5%

entry | POLH inh | Apoferritin bind | RGS4 inh | Pol beta inh
16 | -24% | 1% | 2% | -1%
17 | -5% | -2% | -13% | 2%
18 | -13% | 1% | -35%[56.9 µM] | 21%
19 | 12% | 4% | 17% | -18%
20 | -7% | -15% | -9% | 26%
21 | -15% | -9% | 20% | 49%
22 | -18% | / | -43% | /
23 | -15% | -6% | 21% | 47%
24 | -13% | 314%[activator] | -1% | 19%
25 | -19% | ? | -2% | 10%
26 | -16% | -22% | ? | 0%
27 | -16% | ? | 5% | 108%
28 | -14% | / | -18% | /
29 | -8% | -7% | -33% | -27%
30 | -2% | 0% | -3% | -11%

(listing goes on)
entry | SMILES | LDHA inh | APE1 inh | ERG Ets-DNA blk | Pol kappa inh | 12-LOX inh
31 | Cc1ccc(NS(=O)(=O)c2ccc(OCC(=O)N3CCOCC3)cc2)cc1 | -1 | -7% | / | -12% | -11%
32 | Cc1ccccc1Cn1c(C)nc2ccc([N+](=O)[O-])cc2c1=O | 1 | 37% | -4% | 1% | 0%
33 | CCOc1cccc(=O)c2c(C)n(CC3CCCO3)c(C)c12 (centres undefined) | 11 | -4% | 0% | -17% | ?
34 | CCOc1ccccc1C(=O)N1CCN(c2ccc(C(F)(F)F)cn2)CC1 | -3 | 1% | -1% | -12% | 0%
35 | COc1ccc(C(=O)NCCc2nnc(SCC(=O)Nc3ccccc3F)n2C)cc1 | -3 | -3% | 3% | 1% | -11%
36 | CCN1CCN(CC(O)COc2ccc3c(C)cc(=O)oc3c2)CC1 (centres undefined) | -1 | ? | 3% | 0% | -3%
37 | Cc1ccc(C)n1-c1ccc(N2CCOCC2)cc1 | 6 | 12% | 5% | -28% | ?
38 | CCCN(C(=O)c1nn(-c2ccc(OC)c(Cl)c2)c(=O)c2c1c1ccccc1n2C)c1ccccc1F | -10 | / | 2% | -11% | -24%
39 | CCOc1ccc(S(=O)(=O)N(CCO)CCO)cc1-c1nc2c(C(C)(C)C)nn(C)c2c(=O)[nH]1 | -5 | -1% | -5% | -4% | 14%
40 | CCOc1nc(-c2ccc(Cl)cc2Cl)ccc1C#N | -1 | -1% | 7% | 6% | -9%
41 | CC(C(=O)N1CCCCC1)n1ncn2cccc2c1=O (centres undefined) | -3 | 8% | -2% | -6% | -4%
42 | CN(C(=O)CSc1cccc[n+]1[O-])c1ccccc1 | -7 | 8% | 3% | 3% | 12%
43 | O=C(CCC1CCCCC1)Nc1nccs1 | -4 | -8% | 16% | -16% | -2%
44 | COc1ccc(-c2nc(CS(=O)CC(=O)NCCC3=CCCCC3)c(C)o2)cc1 (centres undefined) | 4 | -11% | 7% | 8% | 12%
45 | O=NN1CCN(c2ccncc2S(=O)(=O)N2CCCCC2)CC1 | -6 | 21% | -1% | -4% | -6%
46 | O=C(CCCc1ccccc1)Nc1cccc(C(=O)O)c1 | -3 | 0% | -1% | -6% | -1%

entry | POLH inh | Apoferritin bind | RGS4 inh | Pol beta inh
31 | -4% | 42%[activator] | 14% | 4%
32 | -20% | ? | -2% | 32%
33 | -20% | -17% | -45% | 4%
34 | -21% | -16% | 17% | 2%
35 | -17% | -1% | -22% | 3%
36 | -9% | 4% | 25% | 26%
37 | 3% | 6% | -16% | -6%
38 | -7% | -11% | 4% | 15%
39 | -1% | -12% | -12% | ?
40 | -17% | -8% | -15% | 2%
41 | -14% | -4% | 8% | 43%
42 | -16% | / | 0% | /
43 | -6% | ? | 16% | ?
44 | -5% | ? | -45% | 3%
45 | 9% | -5% | 37% | 24%
46 | -17% | -1% | -13% | 2%
